Bioassay records (PubChem)
M. tuberculosis: growth inhibition of non-replicating M. tuberculosis (AID 488890); Mycobacterium tuberculosis non-replicating, growth inhibition; higher % means a stronger effect; one-dose inhibition, % at 25 µM; IC50 in µM for titrated hits; 0.39% of 320,000 active; in the data active means a potency from the dose series; inconclusive means inhibition mostly from about 82% at the one dose, without a potency; inactive means the rest, 99 in 100 with inhibition below about 76%;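 further: plate controls were DMSO cells for no effect and high antibiotic wells for full effect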
H37Rv inhibition: M. tuberculosis growth inhibition, HTS (AID 449762) | M. tuberculosis H37Rv growth inhibition, 7H9 media; higher % means a stronger effect | inhibition, % at 25 µM; hits with a dose series show IC50 in µM | 0.59% of 330,000 active; in the data active means a potency from the dose series; inconclusive means inhibition above about 70% without an active follow-up result;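 further: bacterial growth assessed after seven days of incubation; strong numbers were not always called active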
H1N1 NS1A inhibition: H1N1 influenza NS1A inhibitors, functional cell based assay (AID 504329); 0.3% of 340,000 active; inhibition, % at 12.5 µM; hits with a dose series show IC50 in µM; NS1A functional cell-based assay, percent inhibition; higher % means a stronger effect; in the data active means a potency from the dose series; inconclusive means inhibition above about 27% without an active follow-up result; further: strong numbers were not always called active
PhoP GFP inhibition: Inhibition of PhoP regulon, Salmonella typhi GFP reporter cells, confirmation, 4 h (AID 1850). inhibition, % at 50 µM; hits with a dose series show IC50 in µM. 0.33% of 310,000 active. Salmonella Typhi PhoP-promoter GFP reporter, fluorescence, 4 h; higher % means a stronger effect; in the data active means a potency from the dose series; inconclusive means inhibition mostly from about 25% at the one dose, without a potency; inactive means the rest, 99 in 100 with inhibition below about 19%;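 further: 0% = induced wells with vehicle and 100% = uninduced wells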
inhibitors of VEEV: inhibitors of VEEV TC-83 cytopathic effect, confirmation, Vero cells (AID 588727); Vero cells, VEEV TC-83 cytopathic effect inhibition; higher % means a stronger effect; one-dose inhibition, % at 20 µM; IC50 in µM for titrated hits; 0.13% of 350,000 active; in the data active means a potency from the dose series; inconclusive means inhibition mostly from about 14% at the one dose, without a potency; inactive means the rest, 99 in 100 with inhibition below about 12%; further: strong numbers were not always called active
inhibitors of VEEV 10K pilot screen: second read-out of inhibitors of VEEV, no call of its own (marks repeat the call); inhibition, %; measured here: 10K pilot screen inhibition
* marks the source's active call; other numbers are inactive results; i = inactive; ? = inconclusive; nt = not tested or not shown; & = joins results of further samples. No enrichment for hits, and some 1.5% of all compounds hit somewhere here.

SMILES	M. tuberculosis	H37Rv inhibition	H1N1 NS1A inhibition	PhoP GFP inhibition	inhibitors of VEEV	others
CC(=O)Nc1cccc(NC(=O)CS(=O)(=O)c2cn(CC(=O)N3CCOCC3)c3ccccc23)c1	-3%	-4%	0%	-3%	0.4%
O=C(O)Cc1ccc(NC(=O)c2ccc(NC(=O)c3ccco3)cc2)cc1	6%	-6%	0%	-8%	3.2%
CCOC(=O)CSc1nnc2n1C(C)(C)Cc1ccccc1-2	22%	-3%	-4%	11%	2.3%
CCCCN1C(=O)c2ccccc2C1C(=O)NC1CCCC1 (centres undefined)	-9%	-4%	4%	6%	i
CCOc1ccc(-n2c(N)c(C(=O)NCc3ccco3)sc2=S)cc1	50%	0%	28%	-8%	0.7%
CCOC(=O)C1CCCN(S(=O)(=O)Cc2ccccc2)C1 (centres undefined)	2%	-2%	1%	16%	i
CCOc1ccc(-c2[nH]ncc2-c2ccccc2)c(O)c1	6%	9%	-8%	5%	7.5%
COC(=O)c1sc(N2C(=O)C(O)=C(C(=O)c3ccc(C)o3)C2c2ccc(OC)c(OC)c2)nc1C (centres undefined)	45%	-6%	-4%	-7%	5.4%
Cc1ccc2[nH]c3c(=S)nc[nH]c3c2c1	3%	-10%	-13%	-17%	1.6%
O=C(c1ccccc1O)N1N=C(C(F)(F)F)CC1(O)c1ccc([N+](=O)[O-])cc1 (centres undefined)	?	14%	5%	-6%	0.6%
O=C(CCn1c(=S)[nH]c2ccccc2c1=O)NCCCN1CCCC1=O	-12%	-10%	0%	-7%	i
CC(=O)c1ccc(NC2OC(CO)C(O)C(O)C2O)cc1 (centres undefined)	-2%	-4%	-1%	-3%	3.4%

Four structures out of the list, sorted by length of the SMILES, high to low.
SMILES	M. tuberculosis	H37Rv inhibition	H1N1 NS1A inhibition	PhoP GFP inhibition	inhibitors of VEEV	others
COC(=O)c1sc(N2C(=O)C(O)=C(C(=O)c3ccc(C)o3)C2c2ccc(OC)c(OC)c2)nc1C (centres undefined)	45%	-6%	-4%	-7%	5.4%
CC(=O)Nc1cccc(NC(=O)CS(=O)(=O)c2cn(CC(=O)N3CCOCC3)c3ccccc23)c1	-3%	-4%	0%	-3%	0.4%
O=C(CCn1c(=S)[nH]c2ccccc2c1=O)NCCCN1CCCC1=O	-12%	-10%	0%	-7%	i
CCOC(=O)CSc1nnc2n1C(C)(C)Cc1ccccc1-2	22%	-3%	-4%	11%	2.3%

Further results follow.
SMILES	M. tuberculosis	H37Rv inhibition	H1N1 NS1A inhibition	PhoP GFP inhibition	inhibitors of VEEV	others
CCC1(CC)NC(=O)N(CC(=O)Nc2ccc(-n3cnnn3)cc2)C1=O	-5%	-6%	1%	nt	0.4%
COc1cc(NC(=O)CCc2ccccc2)nc(OC)n1	2%	0%	-9%	-4%	0.7%
Cc1cc(C)c(OCCOCCN(C)C)c(Br)c1	-8%	-8%	-8%	-11%	1.1%
Cc1ccc(N2CCN(c3ccc([N+](=O)[O-])cn3)CC2)c(C)c1	23%	2%	2%	-2%	i
CCOC(=O)[C@@H](C)NS(=O)(=O)N(Cc1ccccc1)[C@H](C(=O)OC)C(C)C	-11%	-16%	-10%	nt	i
CNCc1cc(Br)c(OCC(=O)Nc2ccccc2OC)c(OC)c1	35%	3%	1%	4%	0.9%
O=C(O)c1cc(Cl)nc2ccccc12	-10%	3%	8%	-4%	i
CCCCCC(=O)N1CCN(CCN=CC2=C(O)CC(c3cccs3)CC2=O)CC1 (centres undefined)	10%	3%	-20%&-5%	3%	0.5%
CN1CCN(c2nc3c(c(=O)[nH]c(=O)n3C)n2Cc2cccc3ccccc23)CC1	-18%	-20%	9%	12%	0.7%
Cc1ccc(C2CC(=O)NC(SCc3ccccc3)=C2C#N)o1 (centres undefined)	15%	-8%	2%	-7%	0.3%
CC(=O)Nc1ccc(N2Cc3ccccc3C2)cc1	8%	-4%	-1%	7%	0.7%
COc1ccc(CC(=O)OCC(=O)Nc2cccc(C(C)=O)c2)cc1OC	nt	nt	-6%	nt	3.6%

By substructure, the compounds so far containing a halogen
SMILES	M. tuberculosis	H37Rv inhibition	H1N1 NS1A inhibition	PhoP GFP inhibition	inhibitors of VEEV	others
O=C(c1ccccc1O)N1N=C(C(F)(F)F)CC1(O)c1ccc([N+](=O)[O-])cc1 (centres undefined)	?	14%	5%	-6%	0.6%
Cc1cc(C)c(OCCOCCN(C)C)c(Br)c1	-8%	-8%	-8%	-11%	1.1%
CNCc1cc(Br)c(OCC(=O)Nc2ccccc2OC)c(OC)c1	35%	3%	1%	4%	0.9%
O=C(O)c1cc(Cl)nc2ccccc12	-10%	3%	8%	-4%	i

Continuation:
SMILES	M. tuberculosis	H37Rv inhibition	H1N1 NS1A inhibition	PhoP GFP inhibition	inhibitors of VEEV	others
CCN(CC)S(=O)(=O)c1ccc(NC(=O)c2c(-c3ccccc3)noc2C)cc1	nt	-3%	0%	2%	1.5%
COc1ccc(CCNC(=O)C2CC=CCC2C(=O)O)cc1 (centres undefined)	-13%	2%	-8%	-1%	0.6%
CCCOc1ccc(Cn2c(C)nc([N+](=O)[O-])c2SCC(O)COC)cc1[N+](=O)[O-] (centres undefined)	18%	4%	2%	-7%	0.4%
CCOc1ccc(-c2c(C(=O)N/N=C/c3sccc3C)nnn2-c2nonc2N)cc1	16%	9%	-2%	1%	6.2%
COc1ccc(N2CCN(S(=O)(=O)c3c[nH]c(=O)[nH]c3=O)CC2)cc1	-23%	4%	-3%	3%	0.4%
O=C(COC(=O)c1ccc(F)cc1)Nc1ccc(Cl)cn1	6%	0%	-3%	2%	0.4%
COc1ccc2nc(CCN(C)C(=O)C3CCC(=O)N(Cc4cccc(F)c4)C3)[nH]c2c1 (centres undefined)	6%	0%	4%	2%	2.7%
O=[N+]([O-])c1ccc2nc(N3CCNCC3)ccc2c1	-2%	23%	nt	5%	nt
O=C(O)[C@H]1CCCC[C@H]1C(=O)Nc1ccc(S(=O)(=O)N2CCCCC2)cc1	-17%	20%	6%	-5%	1.1%
CN(C(=O)c1cccc(NC(=O)Cc2ccc(NC(=O)C3CCCN(C(=O)C4CCCC4)C3)cc2)c1)C1CCCCC1 (centres undefined)	nt	nt	-13%	nt	3.5%
Cc1ccccc1S(=O)(=O)Cc1ccc(C(=O)NCCCN(C)Cc2ccccc2)o1	8%	-11%	7%	8%	i
CCCCn1c(N)c(N(CCC(C)C)C(=O)COC(=O)c2cccnc2Cl)c(=O)[nH]c1=O	17%	7%	-4%	nt	0.7%
O=C1NC(=O)C(=Cc2cc([N+](=O)[O-])ccc2N2CCCCC2)C(=O)N1	-11%	0%	-1%	-4%	2.9%
Nc1cc2c(cc1Br)-c1ccc(F)cc1C2O (centres undefined)	nt	nt	-17%	nt	1.7%
O=C(NCCCN1CCN(CCCNC(=O)c2ccccc2F)CC1)c1ccccc1F	-3%	1%	7%	10%	i	inhibitors of VEEV 10K pilot screen=0.0
COc1ccc(NC2CCCN(C(=O)CCN3CCCC3=O)C2)cc1OC (centres undefined)	-8%	-1%	-5%	-3%	2.0%
O=C(COc1ccccc1C(=O)NCC1CCCO1)Nc1ccc(Br)cc1 (centres undefined)	42%	-3%	10%	-12%	5.7%
CCNc1ccccc(C(=O)/C=C/c2ccc3c(c2)OCO3)c1=O	16%	-5%	8%	-9%	7.8%
COc1ccc(NC(=O)C2CC(=O)NC3=C2C(=O)CC(C)(C)C3)cc1 (centres undefined)	-1%	0%	1%	-13%	3.9%
Cn1c(SCC(=O)NC(=O)CN2CCCC2=O)nnc1-c1ccc(F)cc1	-24%	5%	5%	0%	0.6%
Cc1ccc(OCC(=O)Nc2ccc(NC(=O)c3ccccc3)cc2)cc1C	-4%	-3%	10%	6%	4.7%
CCOC(=O)[C@H]1[C@H]2COc3ccc(Br)cc3[C@@H]2N2C(=O)CN(Cc3ccccc3)C(=O)[C@@]12C	21%	2%	-21%	nt	5.9%
C[C@H](CO)N1C[C@H](C)[C@@H](CN(C)C(=O)Nc2ccccc2)Oc2c(NC(=O)Nc3ccccc3)cccc2C1=O	12%	7%	-9%	nt	7.9%
Cc1ccc2oc(=O)c3cc(C(=O)NCCN4CCc5ccccc5C4)sc3c2c1	31%	2%	11%	0%	3.4%
CCc1sc(N)nc1-c1ccccc1	12%	?	22%	7%	0.4%
CC1(C)CC(=O)C(N=Nc2ccc(Cl)cc2)=C(O)C1	-21%	-13%	-3%	-2%	1.0%
COc1ccc(CNC(=O)COC(=O)[C@H](Cc2ccccc2)NC(=O)c2cccs2)cc1	6%	-4%	-7%	nt	3.3%
Cc1sc(NC(=O)c2ccc(Cl)s2)c(C(N)=O)c1C	nt	nt	17%	-5%	1.9%
CCC[C@@H]1CCCO[C@@](C(=O)NCCN2CCOCC2)(C(F)(F)F)C1	5%	5%	-6%	-7%	0.6%
COc1ccc(Cc2nnc(SCC(=O)NCCc3ccccc3)o2)cc1	?	?	-4%	-3%	i
O=C1c2ccccc2C(=O)C1C1=Nc2ccccc2NC(c2ccccc2)C1 (centres undefined)	5%	2%	nt	-4%	nt
Cn1c(=O)c(C(=O)COC(=O)c2cc(-c3ccccc3)nc3ccccc23)c(N)n(Cc2ccccc2)c1=O	26%	4%	nt	-2%	nt
CCN(CCn1cccn1)Cc1nc(-c2ccccc2)no1	15%	3%	-3%	3%	2.6%
CC1CC(=O)N(CCc2ccccc2)C(=O)C1	nt	nt	-1%	nt	1.7%
Cc1ccc(N2Cc3ccccc3C2=O)cc1	20%	0%	1%	-1%	i
Cc1cc(C)cc(OCC(=O)OCC(=O)N2CC(=O)Nc3ccccc32)c1	23%	15%	8%	7%	i
Cc1nn(C)c(C)c1S(=O)(=O)N(CC(=O)NCc1cccs1)c1ccc(C(C)C)cc1	nt	-1%	1%	-21%	3.4%
COC(=O)c1c(C(=O)OC)c(C)n(Cc2ccco2)c1C	8%	3%	19%	-6%	i
O=C(NC1CCCC1)C(c1ccc(F)cc1)N(C(=O)c1csnn1)c1ccccc1F (centres undefined)	-12%	-3%	-6%	2%	0.4%
CNS(=O)(=O)c1cccc(C(=O)OCC(=O)Nc2ccc(-c3nc4ccc(C)cc4s3)cc2)c1	7%	14%	4%	-1%	2.2%
CCOc1ccc2nc(N3CCC(C(=O)N4CCN(C(=O)c5ccco5)CC4)CC3)sc2c1	43%	29%	8%	0%	3.9%
CCc1cccc2c(C(=O)COC(=O)c3c(C)noc3C)c[nH]c12	11%	0%	-2%	5%	2.1%
Cc1ccc(CNC(=O)CS(=O)(=O)CC(=O)O)cc1	-15%	-3%	7%	11%	0.9%
COc1ccc(C(=O)NC(C)c2nnc(SCC(=O)NC3CCCCC3)n2C)cc1 (centres undefined)	-2%	2%	-2%	5%	i
CCc1cccc2c(C(=O)COC(=O)c3nn(C)c(=O)c4ccccc34)c[nH]c12	18%	5%	6%	3%	8.9%
CCOc1ccc(-c2n[nH]c(=S)n2Cc2ccccc2)cc1	-5%	0%	1%	-7%	1.2%
Fc1ccc(-n2c(Cn3nnc4ccccc43)n[nH]c2=S)cc1	2%	-6%	2%	1%	0.4%
CC1CCC(NC(=S)NCCN(C)C)CC1 (centres undefined)	-5%	-4%	-9%	7%	1.0%
CCOc1ccccc1NS(=O)(=O)c1ccc2c(c1)N(C)CCO2	26%	7%	9%	3%	11%
COc1ccc(/C=C/C(=O)OCC(=O)NC2CCCC(C)C2C)c(OC)c1 (centres undefined)	13%	1%	7%	nt	0.5%
O=C(O)CNC(=O)c1ccc(NC(=O)/C(=C/c2cccc([N+](=O)[O-])c2)NC(=O)c2ccco2)cc1	2%	-12%	-5%	-8%	2.1%
Nc1nc(CCOc2ccc(F)cc2)cs1	nt	nt	8%	nt	i
COc1ccc(S(=O)(=O)Nc2cc(C(C)C)c(O)cc2C)cc1	8%	-9%	-3%	8%	3.6%
N#CC1(Nc2ccc(C(=O)O)cc2)CCCC1	nt	nt	11%	nt	i
Cc1ccc(/C=N/NC(=O)c2nnn(-c3nonc3N)c2CSc2ccc(Cl)cc2)cc1	3%	6%	5%	2%	6.1%
COc1ccccc1OC(=O)CCc1nc2ccccc2s1	19%	24%	2%	-8%	1.5%
CN1C2CCC1CC(OC(=O)c1ccc([N+](=O)[O-])cc1)C2 (centres undefined)	-2%	-4%	0%	-2%	0.6%
O=C(CN1C(=O)CCS(=O)(=O)c2ccccc21)Nc1ccc(F)cc1	-8%	9%	12%	-26%	0.3%
CCCCn1c(=O)c(C(=O)NCc2ccncc2)c(O)c2ccccc21	9%	-14%	-11%	-8%	7.2%
CSc1nnc(C(C)(C)C)c(=O)n1/N=C/c1c(O)ccc2ccccc12	13%	8%	-2%	4%	1.7%
COc1ccc(C(CNC(=O)c2ccc(S(=O)(=O)Nc3ccccc3F)cc2)N(C)C)cc1 (centres undefined)	5%	-5%	3%	-6%	2.2%
